Screening results: PubChem BioAssay, National Center for Advancing Translational Sciences (NCATS)
EPAC2 agonist: EPAC2 (human) agonism. Q8WZA2. Potency, µM (top dose mostly 154 µM), inactives show at the highest dose activation, most hits filed as activators. EPAC2 activation, biochemical qHTS; response scale: 100% = 6.5 mM cAMP response. AID 720711. actives 0.079% (n = 360,000); further: potency means the concentration at half of the fitted maximal effect; nearly all actives have a fitted effect of over 50% in size
Target sequence (Q8WZA2 whole entry, looked up): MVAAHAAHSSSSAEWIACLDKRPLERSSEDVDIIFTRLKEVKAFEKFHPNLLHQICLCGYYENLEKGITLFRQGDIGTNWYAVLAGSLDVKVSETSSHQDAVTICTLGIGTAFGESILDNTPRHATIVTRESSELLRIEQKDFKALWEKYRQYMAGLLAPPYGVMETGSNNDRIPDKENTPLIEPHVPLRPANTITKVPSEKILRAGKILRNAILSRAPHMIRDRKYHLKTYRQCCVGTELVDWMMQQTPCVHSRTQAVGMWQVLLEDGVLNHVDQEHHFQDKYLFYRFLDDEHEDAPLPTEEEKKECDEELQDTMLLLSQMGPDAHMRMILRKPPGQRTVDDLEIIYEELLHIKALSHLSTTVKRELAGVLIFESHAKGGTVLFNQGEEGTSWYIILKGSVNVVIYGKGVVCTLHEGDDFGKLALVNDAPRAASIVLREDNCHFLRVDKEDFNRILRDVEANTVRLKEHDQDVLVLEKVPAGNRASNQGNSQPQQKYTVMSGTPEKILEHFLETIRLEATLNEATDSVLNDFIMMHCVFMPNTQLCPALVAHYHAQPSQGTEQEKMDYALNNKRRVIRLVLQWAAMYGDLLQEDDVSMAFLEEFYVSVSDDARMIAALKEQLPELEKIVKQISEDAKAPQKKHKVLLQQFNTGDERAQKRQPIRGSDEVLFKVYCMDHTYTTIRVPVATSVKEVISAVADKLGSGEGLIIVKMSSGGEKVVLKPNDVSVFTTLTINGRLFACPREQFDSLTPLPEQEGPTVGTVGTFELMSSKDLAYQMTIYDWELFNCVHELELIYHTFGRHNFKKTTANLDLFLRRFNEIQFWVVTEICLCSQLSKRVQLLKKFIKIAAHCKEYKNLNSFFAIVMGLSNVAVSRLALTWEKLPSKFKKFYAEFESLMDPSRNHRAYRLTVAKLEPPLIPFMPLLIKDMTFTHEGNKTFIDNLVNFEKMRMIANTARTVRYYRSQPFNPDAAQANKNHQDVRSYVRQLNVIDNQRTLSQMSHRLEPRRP
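Guanine nucleotide exchange by EPAC2 is measured as reduced fluorescence of BODIPY-GDP once it is released from 250 nM Rap1B. Plates are read kinetically for 30 min at room temperature; results are scaled to 6.5 mM cAMP.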
TGFb SMAD3 inh: inhibitors of TGF-b signaling; Potency, µM (doses to about 46.1 µM), without a hit: at the highest dose activity, negative = inhibition, hits mostly inhibitors; HepG2 CAGA-GFP TGF-b/SMAD3 reporter, GFP fluorescence, 18 h; TGF-beta stimulated, 500 pg/mL final; actives 1.2% (n = 410,000); further: potency means the concentration at half of the fitted maximal effect; on the % scale 0 is the no-effect control and ±100 the full control effect; nearly all actives have a fitted effect of over 65% in size
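Inhibition of TGF-beta-driven CAGA-GFP reporter expression in HEPG2 cells is measured by cellular GFP fluorescence after 18 h stimulation with 500 pg/mL recombinant TGF-beta in 1% FBS medium at 37 degrees C.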
Nrf2 block: Nrf2 pathway inhibition | A549 ARE-Fluc reporter, luciferase luminescence, 18-24 h | Potency, µM (highest dose often 46 µM), inactives show at the top dose activity change, negative = inhibition, most hits filed as inhibitors | actives 2.1% (n = 360,000) | AID 504444; further: potency means the concentration at half of the fitted maximal effect; on the % scale 0 is the no-effect control and ±100 the full control effect; nearly all actives have a fitted effect of over 60% in size
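Cells were seeded and rested 2 h, then exposed to compounds for 18-24 h. CellTiter-Fluor was read first as a viability measure. BugLite was added 15 min before the final luminescent read of ARE-luciferase activity in A549 cells.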
A549 viability: A549 cytotoxicity, counter-screen for Nrf2 inhibitors; A549 ARE-Fluc cells, CellTiter-Fluor viability, 18-24 h; Potency, µM (titrated, usually from 46 µM), without a hit: at the highest dose activity change, negative = cytotoxicity, usual class: inhibitors; actives 0.16% (n = 390,000); further: potency means the concentration at half of the fitted maximal effect; on the % scale 0 is the no-effect control and ±100 the full control effect
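A549 ARE-Fluc cells in 5% FBS OPTI-MEM, 5000 cells/well, rested 2 h then exposed to compounds in concentration-response for 18-24 h at 37 °C. Viability by CellTiter-Fluor fluorescence (Ex 405/Em 525) after 30 min; luciferase luminescence (BugLite, 15 min, RT) read afterwards.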
ATXN viability: cell viability loss in ATXN counter-screen; S2 cells (HEK-293 line with an ATXN2-luciferase reporter) viability, CellTiter-Fluor protease fluorescence, 24 h; Potency, µM (doses to about 56.7 µM), hits mostly cytotoxic; actives 0.49% (n = 400,000); AID 651635; further: potency means the concentration at half of the fitted maximal effect; nearly all actives have a fitted effect of over 40% in size
ATXN2 expr inh: ATXN2 expression inhibition; HEK-293 ATXN2-luciferase reporter, luminescence, 24 h; Potency, µM (doses to about 57 µM), without a hit: at the highest dose activity change, negative = inhibition, most hits filed as inhibitors; actives 0.72% (n = 360,000); further: potency means the concentration at half of the fitted maximal effect; on the % scale 0 is the no-effect control and ±100 the full control effect; nearly all actives have a fitted effect of over 55% in size
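qHTS (up to 57 uM final) was run with 24 h compound exposure of reporter cells at 37 °C. Each well was multiplexed: SteadyGlo luminescence measured ATXN2-luciferase expression after a fluorogenic Gly-Phe-AFC viability readout (25 uM final).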
HepG2 tox: counter-screen for TGF-b inhibitors: cytotoxicity in HepG2 cells. Potency, µM (highest dose often 46.1 µM), for the others: at the top dose activity change, negative = cytotoxicity, usual class: cytotoxic. actives 0.76% (n = 410,000). HepG2 CAGA-GFP viability, ATP luminescence, 18 h; further: potency means the concentration at half of the fitted maximal effect; some results filed as inactive show a strong effect at the top dose
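CellTiter-Glo luminescence gave cytotoxicity after 18 hours at 37 degrees C. The cells were HepG2 CAGA-GFP in 1% FBS DMEM, stimulated with 500 pg/mL TGF-beta after compound addition. %Activity was normalised to no-cell wells (complete cell-killing) and DMSO (no toxicity), and curves were fitted and classified.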
IL2 activator: IL-2 activation. IL-2 activation reporter assay, cell-based qHTS; stimulated with anti-CD3/CD4/CD28 beads; in transgenic mouse T cells. activation, % (series mostly up to about 46 µM). actives 0.065% (n = 360,000); in the data active means activation above about 50%; inconclusive means mostly about 30% to 49%; further: 0% is about no effect
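Quantitative HTS in unstimulated transgenic mouse T cells, with memory T cells as non-tolerant control and PMA/ionomycin as tolerance-bypass control. Compound pretreatment lasted 60 minutes before 18 h bead stimulation; EGFP/DsRed fluorescence read.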
Nrf2 ARE act: activates Nrf2 signaling. Potency, µM (series often up to 46.1 µM), for the others: at the highest dose activation, actives largely listed as activators. AID 624171. actives 0.31% (n = 410,000). AREc32 ARE-luciferase reporter (MCF7-derived line), luminescence, 24 h; further: potency means the concentration at half of the fitted maximal effect; % of control where 0% means no effect; nearly all actives have a fitted effect of over 65% in size
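AREc32 cells carrying an ARE-driven firefly luciferase reporter were seeded at 1000 cells/well in OPTI-MEM with 5% FBS, then exposed to compound for 24 hr at 37 deg C. Luminescence was read with Steady-Glo after 30 min at RT.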
Numbers without * were called inactive; i = inactive; ? = inconclusive; . = no result given; & = joins results of further samples; [ ] = another dose, or the depositor's remark. Unless noted, the call rests on the fitted dose curve; in most records, active means well fitted curve in the direction sought with a large enough effect; inconclusive means small, poorly fitted or top-dose-only effect, or another doubt; inactive means no such curve, though single readings can be large; an effect the other way counts as inactive or inconclusive.

SMILES,Nrf2 block,Nrf2 ARE act,EPAC2 agonist,TGFb SMAD3 inh,IL2 activator,A549 viability,ATXN2 expr inh,ATXN viability,HepG2 tox
Clc1ccc(OCc2nc(-c3ccncc3)no2)c(Cl)c1,?,0.1%,9.0%,-11.5%,1.6,1.3%,55.3%[activator],?,-27.5%
COc1ncccc1-c1ccc2nncn2c1,.,2.3%,-1.8%,15.2%,0.2,.,4.0%,i,4.6%
Cc1nc(-c2cnn(-c3ccccc3)c2)c2cc(C)oc2n1,?,0.8%,-6.8%,-2.3%,-3.0,1.6%,63.1%[activator],i,-2.3%
CCOc1ccccc1CNC(=O)c1oc2c(c1C)-c1[nH]ncc1CC2,?,2.9%,.,0.0%,.,-0.6%,.,.,-28.1%
COc1ccccc1-n1cnnc1SCC(=O)Nc1cc(C)on1,?,-0.2%,-12.6%,-9.3%,-2.7,-0.5%,-2.6%,i,-10.2%
CC(=O)NC(CC(=O)Nc1cccc(S(=O)(=O)N2CCOCC2)c1)c1ccccc1 (stereo not drawn),0.6%,-0.1%,10.2%,13.6%,1.8,-5.3%,-0.2%,i,1.7%
COc1ccc(C2NCCc3c2[nH]c2ccccc32)cc1CSc1nc2ccccc2s1 (stereo not drawn),10.7%,4.5%[9.22 µM],16.0%,?,-0.5,20.4%,-34.3%,i,-91.2%
CSc1ccc(Cn2c(C)c(C(=O)NCc3cccc(C)c3)sc2=O)cc1,.,3.3%,0.0%,-5.0%,-0.9,.,0.9%,i,-3.5%
CCCOc1ccccc1NC(=O)/C=C/c1ccc(OC)c(S(=O)(=O)N2CCOCC2)c1,.,-1.6%,15.0%,-13.4%,-0.9,.,.,i,-12.5%
O=C(O)CNC(=S)N(Cc1ccccc1)Cc1cccs1,8.1%,-0.3%,-2.7%,29.8%,1.8,-2.3%,2.5%,i,4.4%
CCOc1ccc(C2C(C#N)=C(N)Oc3nc[nH]c(=O)c32)cc1 (stereo not drawn),-10.1%,2.5%,11.0%,3.1%,-2.0,-2.8%,-30.4%,i,-15.4%
Cc1ccc(S(=O)(=O)N2CCN(C(=O)COC(=O)CCOc3cc(C)ccc3C)CC2)c(C)c1,-8.5%,-0.3%,5.1%,-8.9%,-0.6,9.7%,-4.9%,i,-6.6%
CC1CN(C(=O)CN2C(=O)NC3(CCCCCC3)C2=O)CC(C)O1 (stereo not drawn),?,0.3%,-3.7%,-0.2%,-0.4,13.5%,-5.4%,i,14.7%
CNS(=O)(=O)c1cn(CC(=O)N2CCN(c3ccc(Cl)cc3)CC2)cc1S(=O)(=O)NC,-10.4%,0.9%,.,0.0%,.,14.0%,.,.,-10.4%
CC(C)COc1ccc(C(=O)NC(=S)Nc2ccc(CN3CCOCC3)cc2)cc1,-5.1%,0.1%,-3.4%,-4.1%,-3.0,-1.5%,?,i,13.2%
O=c1cc(CO)oc(C(Nc2ccccn2)c2ccccc2Cl)c1O (stereo not drawn),0.2%,24.7%,3.5%,-20.8%,-2.0,0.3%,1.3%,i,-25.2%
CCCCCNC(=O)c1c[nH]c2ccc(S(=O)(=O)N3CCC4(CC3)OCCO4)cc2c1=O,4.9%,0.0%,4.4%,6.5%,-4.4,-4.6%,-16.5%,i,-26.6%
Cc1ccc(NC(=O)CN2C(=O)COc3ccc(S(=O)(=O)N4CCCCCC4)cc32)cc1Cl,?,-0.1%,.,10µM*,.,?,.,.,-54.3%
CC(C)(C)n1nc2c(c1NC(=O)c1ccc(S(=O)(=O)N3CCCCC3)cc1)CS(=O)C2 (stereo not drawn),-13.6%,-0.9%,-1.2%,2.2%,2.2,-6.6%,-2.4%,i,1.3%
O=C(c1[nH]c(C(F)(F)F)nc1-c1ccccc1)N1CCN(C(=O)C2CCCO2)CC1 (stereo not drawn),.,-0.2%,0.7%,3.4%,-0.5,.,11.0%,i,-50.5%
CC(=O)CCN1C(=O)NC2(CCCc3ccccc32)C1=O (stereo not drawn),1.2%,-1.2%,-4.0%,-1.8%,0.4,-1.5%,-8.6%,i,6.1%
CC(C)(C)C(=O)Nc1nc(-c2ccccc2)ns1,?,3.2%,0.7%,-5.5%,-2.6,-18.8%,80.9%[activator],i,-16.5%
COc1ccccc1NC(=O)NCc1ccccc1F,4.3%,-0.1%,7.2%,11.5%,-0.6,-0.3%,4.6%,i,-0.9%
Cc1ccc(C)c(Cn2c(-c3cccs3)nc3ccccc32)c1,23.1µM*,7.2%,.,?,.,?,?,?,-5.5%
COc1ccccc1CC(=O)NCCc1ccccc1,-7.8%,0.4%,2.7%,-15.4%,0.8,16.1%,9.5%,i,-7.3%
Cc1nc2c(C)cccn2c1/C(O)=C1\C(=O)C(=O)N(CCN(C)C)C1c1ccncc1 (stereo not drawn),8.6%,-0.7%,0.9%,1.5%,-0.4,-9.4%,-15.7%,?,-10.8%
CCOC(=O)c1c2c3c(cccc3n(C)c1=O)C(=O)c1ccccc1-2,-17.2%,2.2%,-7.0%,1.9%,-0.9,-12.3%,-15.8%,?,-6.0%
CN(C)C(=O)c1ccc2c(c1)N(CC(=O)NCc1ccc(F)cc1)C(=O)C1CCCCN21 (stereo not drawn),.,0.7%,.,0.2%,.,-1.8%,5.8%,i,-0.1%
CN1CCC(N(C)S(=O)(=O)c2ccc(NC(=O)COc3ccc(F)cc3Cl)cc2)CC1,13.3%,2.5%,5.4%,-23.7%,-0.2,7.1%,-33.8%,i,-19.7%
COc1ccc(C2c3ccc(O)cc3Oc3ncn(CCCO)c(=N)c32)cc1 (stereo not drawn),15.0%,-0.5%,13.3%,2.2%,-2.7,2.6%,-17.2%,i,-1.8%
COCCNC(=O)COc1ccc(C)c(C)c1,10.5%,-0.8%,5.6%,-0.1%,-1.4,-5.4%,4.6%,i,-8.0%
CC(=O)c1cccc(N(CC(=O)NC2CCCC2)C(=O)CNC(=O)c2cccs2)c1,-8.6%,-0.2%,14.0%,30.4%[activator],9.0,0.3%,2.4%,i,12.6%
CCCSc1nnc2n(N)c(=O)c3ccccc3n12,-18.6%,0.5%,4.9%,-3.5%,-1.3,-16.3%,8.4%,i,-11.0%
COc1ccc(CSc2nc3nc(C)cc(C)n3n2)cc1F,-17.2%,-0.1%,8.0%,-8.5%,-0.2,17.5%,.,i,-1.6%
COc1cc(O)c(C(CCN2CCCC(C)C2)c2ccc(N(C)C)cc2)c(OC)c1 (stereo not drawn),18.5%&8.7%,0.0%,18.2%,-0.6%&0.0%,0.1,-16.7%&3.1%,3.0%,?,-33.0%&-5.2%
Cc1noc(C)c1COc1ccc(C(=O)OC(C)C(=O)Nc2ccc(N3CCOCC3)cc2)cc1 (stereo not drawn),-22.3%,2.6%,5.1%,1.3%,-2.6,-4.5%,12.2%,i,-1.9%
Cc1ccc(-n2ncc(C#N)c2/N=C/N2CCCCCC2)cc1,2.2%,-0.6%,-3.0%,2.9%,-1.6,-1.7%,5.6%,i,-3.0%
COc1cc(-c2nc(-c3cccc(C(F)(F)F)c3)no2)cc(OC)c1OC,?,15.7%,-12.5%,-1.7%,-0.2,16.0%,-20.1%,i,-1.6%
COc1ccc(CN(C)C(=O)Cn2ccc(NC(=O)OCc3ccccc3)nc2=O)cc1OC,-11.8%,0.1%,9.8%,?,0.4,-1.3%,7.3%,i,-13.5%
CCOc1ccc(CCNC(=O)c2cccc(NC3=NC4CS(=O)(=O)CC4S3)c2)cc1 (stereo not drawn),10.4%,0.3%,9.6%,-6.6%,-1.3,14.3%,10.2%,.,-19.5%
N#Cc1ccccc1NC(=O)c1ccccc1OCC(=O)NCc1ccco1,0.1%,11.2µM*,-1.1%,-24.6%,0.4,9.6%,5.5%,i,0.4%
Nc1nonc1-n1nnc(C(=O)N/N=C/c2ccccc2)c1CN1CCc2ccccc21,10.2%,0.3%,16.5%,-7.0%,-0.5,1.5%,-18.8%,i,-5.3%
CC12CCC(C(S(=O)(=O)Nc3ccccc3)C1=O)C2(C)C (stereo not drawn),-19.1%,0.1%,5.3%,19.3%,-0.3,-1.4%,3.4%,i,10.0%
O=C(OC1CCOC1=O)c1cccc(S(=O)(=O)N2CCc3ccccc3C2)c1 (stereo not drawn),2.9%,0.1%,14.5%,1.9%,3.9,-3.4%,.,i,-1.4%

Gathered by group, the compounds so far with a CF3 group
SMILES,Nrf2 block,Nrf2 ARE act,EPAC2 agonist,TGFb SMAD3 inh,IL2 activator,A549 viability,ATXN2 expr inh,ATXN viability,HepG2 tox
O=C(c1[nH]c(C(F)(F)F)nc1-c1ccccc1)N1CCN(C(=O)C2CCCO2)CC1 (stereo not drawn),.,-0.2%,0.7%,3.4%,-0.5,.,11.0%,i,-50.5%
COc1cc(-c2nc(-c3cccc(C(F)(F)F)c3)no2)cc(OC)c1OC,?,15.7%,-12.5%,-1.7%,-0.2,16.0%,-20.1%,i,-1.6%
